influenza NS1A = H1N1 influenza NS1A inhibitors, functional cell based assay (AID 504329). NS1A functional cell-based assay, percent inhibition; higher % means a stronger effect. one-dose inhibition, % at 12.5 µM; IC50 in µM for titrated hits. hit rate 0.3% among 340,000; in the data active = a potency from the dose series; inconclusive = inhibition above about 27% without an active follow-up result; note: strong numbers were not always called active
Salmonella PhoP GFP = PhoP regulon inhibitors, Salmonella typhi PhoP promoter GFP reporter, confirmatory (AID 1850); Salmonella Typhi PhoP-promoter GFP reporter, fluorescence, 4 h; higher % means a stronger effect; inhibition, % at 50 µM; hits with a dose series show IC50 in µM; hit rate 0.33% among 310,000; in the data active = a potency from the dose series; inconclusive = inhibition mostly from about 25% at the one dose, without a potency; inactive = the rest, 99 in 100 with inhibition below about 19%;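 note: 0% = induced wells with vehicle and 100% = uninduced wells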
inhibitors of VEEV = inhibitors of VEEV TC-83 cytopathic effect, confirmation, Vero cells (AID 588727); Vero cells, VEEV TC-83 cytopathic effect inhibition; higher % means a stronger effect; hit rate 0.13% among 350,000; one-dose inhibition, % at 20 µM; IC50 in µM for titrated hits; in the data active = a potency from the dose series; inconclusive = inhibition mostly from about 14% at the one dose, without a potency; inactive = the rest, 99 in 100 with inhibition below about 12%; note: strong numbers were not always called active
M. tuberculosis HTS = M. tuberculosis growth inhibition, HTS (AID 449762); M. tuberculosis H37Rv growth inhibition, 7H9 media; higher % means a stronger effect; inhibition, % at 25 µM; hits with a dose series show IC50 in µM; hit rate 0.59% among 330,000; in the data active = a potency from the dose series; inconclusive = inhibition above about 70% without an active follow-up result;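 note: bacterial growth assessed after seven days of incubation; strong numbers were not always called active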
M. tuberculosis = growth inhibition of non-replicating M. tuberculosis (AID 488890) | hit rate 0.39% among 320,000 | Mycobacterium tuberculosis non-replicating, growth inhibition; higher % means a stronger effect | inhibition, % at 25 µM; hits with a dose series show IC50 in µM; in the data active = a potency from the dose series; inconclusive = inhibition mostly from about 82% at the one dose, without a potency; inactive = the rest, 99 in 100 with inhibition below about 76%;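 note: plate controls were DMSO cells for no effect and high antibiotic wells for full effect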
inhibitors of VEEV 10K pilot screen = second read-out of inhibitors of VEEV, no call of its own (marks repeat the call); inhibition, %; measured here: 10K pilot screen inhibition
* marks the source's active call; other numbers are inactive results; i = inactive; ? = inconclusive; nt = no result given.

SMILES | influenza NS1A | Salmonella PhoP GFP | inhibitors of VEEV | M. tuberculosis HTS | M. tuberculosis | others
CCOCCCNC(=O)C(c1ccc(OC)cc1)N(Cc1ccc2c(c1)OCO2)C(=O)c1cnccn1 (stereo unspecified) | 3% | -6% | 1.8% | 1% | 14%
COc1ccc(C2=CC(=O)CC(c3ccc(F)cc3)C2)cn1 (stereo unspecified) | -5% | 7% | 2.6% | 4% | -4%
O=C(/C=C/c1ccccc1)NCCS(=O)(=O)N1CCN(c2ccc(F)cc2)CC1 | -6% | 2% | 1.7% | 5% | 19%
COc1ccc(NC(C)(C)c2nnnn2-c2c(C)cccc2C)cc1 | -6% | -12% | i | 7% | -16%
COc1cc(C(=O)Nc2ccccn2)cc(OC)c1OC | 0% | -4% | i | -2% | nt
COc1ccc(-c2sc3cc(OC)c(OC)cc3c2-c2ccc(O)cc2)cc1 | 3% | nt | 4.2% | 7% | 8%
COc1ccc(CNC(=O)CSc2nnc3c(Cl)cc(C(F)(F)F)cn23)cc1OC | 4% | -4% | i | -8% | 9%
COc1ccc(N2CCN(c3oc(COc4ccccc4Cl)nc3C#N)CC2)cc1 | 7% | 13% | i | 12% | 20%
CC12CCC(=O)N1C(C(=O)Nc1nnc(SCc3ccccc3F)s1)CS2 (stereo unspecified) | -9% | -1% | 1.1% | -13% | 33%
Cc1ccc(NC(=O)CS(=O)(=O)c2cn(C)c3ccccc23)c(C)c1 | -4% | -11% | 5.5% | -6% | nt
COC1OC(COC(=O)CNC(=O)OC(C)(C)C)C(O)C(O)C1O (stereo unspecified) | -13% | -3% | i | -2% | -15% | inhibitors of VEEV 10K pilot screen=1.0
O=C(COC(=O)Cc1ccc(S(=O)(=O)N2CCOCC2)s1)Nc1ccccc1Cl | -21% | nt | 32% | 6% | -2%
CCOC(=O)N1CCC(N(CCOC)C(=O)Nc2ccc(CC)cc2)CC1 | -4% | 2% | 0.7% | -1% | 15%
C[C@H](Nc1ncnc2sc3c(c12)CCC3)C(=O)O | -16% | -15% | 1.4% | -11% | -8%
CCOC(=O)c1[nH]c(C)c(C(=O)Nc2ccc3c(c2)OCCO3)c1C | 2% | -6% | 1.6% | 5% | 12%
O=C(CN1C(=O)COc2ccc(S(=O)(=O)N3CCCCC3)cc21)NCc1ccccc1Cl | 0% | -7% | 2.0% | 0% | -1%
CCC1CCCCN1CCCNC(=O)CN1C(=O)CSc2ccc(S(=O)(=O)N3CCC(C)CC3)cc21 (stereo unspecified) | -3% | -5% | 0.1% | -4% | 43%
COCCCn1cnc2c(c1=O)c1nc3ccccc3nc1n2-c1ccccc1 | -7% | -11% | 9.1% | 15% | -9% | inhibitors of VEEV 10K pilot screen=4.5
Cc1ccc(S(=O)(=O)Oc2ccccc2[N+](=O)[O-])cc1 | 2% | nt | 2.7% | nt | nt
C#CC[N+]1(CC#Cc2cccc(C)c2)CCCCC1 | -6% | 4% | i | -7% | 6%
COC(=O)c1ccccc1NC(=O)c1noc2c1CCCC2 | -22% | -6% | i | 1% | 7%
Cc1ccc(S(=O)(=O)N(CC(=O)N2CCc3ccccc3C2)c2ccc(Cl)c(Cl)c2)cc1 | -5% | -7% | i | 12% | 13%
Cc1ccc(C(=O)O/N=C/C2=C(Cl)c3ccccc3CC2)cc1 | -4% | 4% | i | 19% | 29%
CC(C)(CNC(=S)NCCc1ccccc1)CNC(=S)NCCc1ccccc1 | -2% | -2% | 4.7% | nt | nt
CC1CC(C)CN(C(=O)C(C)N2CCN(S(=O)(=O)c3ccc(C(F)(F)F)cc3)CC2)C1 (stereo unspecified) | -6% | nt | 2.6% | nt | nt

Fetched one by one from above, three records:
SMILES | influenza NS1A | Salmonella PhoP GFP | inhibitors of VEEV | M. tuberculosis HTS | M. tuberculosis | others
CC1CC(C)CN(C(=O)C(C)N2CCN(S(=O)(=O)c3ccc(C(F)(F)F)cc3)CC2)C1 (stereo unspecified) | -6% | nt | 2.6% | nt | nt
O=C(/C=C/c1ccccc1)NCCS(=O)(=O)N1CCN(c2ccc(F)cc2)CC1 | -6% | 2% | 1.7% | 5% | 19%
COc1cc(C(=O)Nc2ccccn2)cc(OC)c1OC | 0% | -4% | i | -2% | nt

New compounds follow:
SMILES | influenza NS1A | Salmonella PhoP GFP | inhibitors of VEEV | M. tuberculosis HTS | M. tuberculosis | others
CC[C@]12c3[nH]c4ccc(OC)cc4c3CCN1C(=O)C(CC(=O)NCCN1CCOCC1)C[C@@H]2C(=O)N1CCN(C(=O)C2CC2)CC1 (stereo partly specified) | 3% | nt | 0.3% | nt | nt
CCCCn1c(SCC(N)=O)nnc1-c1ccco1 | 0% | -18% | 0.8% | -10% | -7%
NS(=O)(=O)c1ccc(NNC(=O)c2ccc(Br)o2)c([N+](=O)[O-])c1 | 3% | nt | 0.7% | 0% | 16%
CC[C@H]1CC2CN3CCc4c([nH]c5c([C@H]6C[C@H]7[C@H](CC)CN(C)[C@@H](Cc8c6[nH]c6ccccc86)[C@H]7C(=O)OC)c(OC)ccc45)C(C(=O)OC)(C2)C13 | nt | 4% | nt | ? | 72%
COc1ccc(-c2nc(C#N)c(N3CCN(c4cccc(Cl)c4)CC3)o2)cc1OC | 3% | -7% | 1.4% | 2% | -7%
COc1ccc(NC2CCCN(C(=O)CN3CCOC3=O)C2)cc1 (stereo unspecified) | -3% | -3% | 1.7% | 9% | 2%
CCCCCn1c(=O)[nH]c2cc(C(=O)NCCc3ccc(OC)c(OC)c3)ccc2c1=O | -5% | -10% | 2.2% | 3% | -15%
CC1(C)N=C(c2ccc(Cl)cc2Cl)C(=O)N1 | -13% | -2% | i | -9% | -13% | inhibitors of VEEV 10K pilot screen=1.6
Cc1csc(NC(=O)CSc2nncc(=O)n2N)n1 | 4% | 9% | i | -11% | -12%
Cc1ccc(NC(=O)CN2C(=O)N/C(=C/c3cccn3-c3ccc(C(=O)O)cc3)C2=O)cc1 | 6% | -11% | 0.5% | -3% | 9%
CC(=O)NC(c1ccco1)c1ccc2cccnc2c1O (stereo unspecified) | 13µM* | 3% | 9.3% | 53% | 8%
NS(=O)(=O)c1ccc(NC(=O)CSc2nc3c(cnn3-c3ccccn3)c(=O)[nH]2)cc1 | -14% | nt | 2.6% | nt | nt
Cc1ccc2[nH]c(C)cc(=S)c2c1 | 3% | nt | 7.9% | nt | nt
CC1CCN(S(=O)(=O)N2CCN(C(=O)c3ccc4c(c3)OCO4)CC2)CC1 | -3% | -2% | 1.7% | -5% | 0%
CC(SC(C)C(=O)NN=Cc1c[nH]c2ccccc12)C(=O)NN=Cc1c[nH]c2ccccc12 (stereo unspecified) | 5% | nt | 1.2% | nt | nt
COc1ccc(C(C(=O)NC2CCCCC2)N(C(=O)CCl)c2ccccc2Cl)cc1 (stereo unspecified) | 11% | -3% | 0.5% | 2% | -8%
Cc1ccc(S(=O)(=O)N(C)CC(=O)N2CC(C)OC(C)C2)cc1 (stereo unspecified) | -8% | -7% | 0.7% | 0% | 2%
Cc1ccc(NC(=O)CSc2nnc(C3CC3)n2CC2CCCO2)cc1C (stereo unspecified) | 7% | 12% | 2.5% | -1% | -8%
O=S(=O)(NCc1ccccc1)NCc1cccc(C(F)(F)F)c1 | -8% | -8% | i | 1% | -8%
O=[N+]([O-])c1ccc(O)c(C2=NNC(c3ccccc3F)C2)c1 (stereo unspecified) | -4% | 10% | 4.3% | 7% | ?
Cc1ccccc1CN1CCC(Oc2ccc(C(=O)N3CCCC3)cc2)CC1 | 6% | -10% | 0.1% | 1% | 7%
Cc1nnc(SCC(=O)Nc2cc(C(F)(F)F)ccc2Cl)n1C | -27% | -3% | 0.9% | 1% | 2%
CCOC(=O)C1CCCN(CCC(=O)Nc2ccc(C)c(C)c2)C1 (stereo unspecified) | -21% | 11% | i | -6% | -19%
NC(=O)COC(=O)c1ccccc1OCc1ccccc1Cl | -4% | 6% | 4.2% | 2% | 10%
CC(=O)c1cccc(NC(=S)NC(=O)c2cccc(Cl)c2)c1 | 3% | -3% | 2.5% | -5% | 77%

Continued.
SMILES | influenza NS1A | Salmonella PhoP GFP | inhibitors of VEEV | M. tuberculosis HTS | M. tuberculosis | others
Cc1ccccc1NC(=S)N(CCCN1CCOCC1)Cc1cccnc1 | -5% | 5% | 0.8% | 2% | -2%
Clc1ccc(Cl)c(OCCCCNCc2ccccc2)c1 | -11% | 13% | i | 7% | i
COc1ccc(SCC(=O)c2cc(C)c(OC(=S)N(C)C)c(C)c2)cc1 | 4% | -7% | 5.0% | 7% | 27%
CC(C(=O)NC1=NCCS1)N1C(=O)c2ccccc2C1=O (stereo unspecified) | 1% | 0% | 0.9% | -6% | 0%
COc1ccc(C2(C)NC(=O)N(CC3CCCCC3)C2=O)cc1 (stereo unspecified) | -7% | -5% | 1.0% | 4% | -2%
C=CCn1c(O)c(C(CC)=NCc2ccc3c(c2)OCO3)c(=O)[nH]c1=O | nt | 5% | 7.8% | 2% | 14%
CCOc1ccccc1NC(=O)C1CC(=O)n2ncnc2N1 (stereo unspecified) | -23% | -14% | 1.9% | 1% | -10%
O=C(Nc1ccccc1)C1=C[C@H](c2coc3ccccc3c2=O)C[C@H](OCCCCO)O1 | 3% | 11% | 1.3% | 6% | 17% | inhibitors of VEEV 10K pilot screen=6.1
CCCCC(Sc1nc(N)c(NC(=O)c2ccc(OC)cc2)c(=O)[nH]1)C(=O)O (stereo unspecified) | 4% | 2% | 0.4% | -2% | 0%
CCCC(=O)Nc1ccc(-c2csc(NNC(C)=O)n2)cc1 | -2% | 6% | 1.1% | 9% | 7%
O=C(CSc1nc(O)c(C(c2ccccc2)c2ccccc2)c(=O)[nH]1)N1CCOCC1 | 0% | 13% | 2.4% | 8% | -3%
COc1ccc(N2CC(C(=O)O)CC2=O)cc1 (stereo unspecified) | 0% | -13% | i | -12% | -7%
COCCNC(=O)/C(C#N)=C/c1ccccc1Br | -5% | 4% | 2.0% | -9% | -2%
COc1ccc(C)cc1NC(=O)C(Sc1ccccc1)c1ccccc1 (stereo unspecified) | nt | -3% | nt | 5% | 18%
Cc1cccc(C2=N/C(=C\c3cccs3)C(=O)O2)c1 | -5% | 8% | i | 2.7µM* | ?
COc1cc(C(=O)Nc2nc(N)n(-c3ccccc3)n2)cc(OC)c1OC | 7% | -2% | 5.8% | -8% | 7%
CCOCCCNC(=O)c1ccc(OC(C)=O)cc1 | 8% | -8% | 1.6% | 0% | -14%

Grouped by structure, those above with an aryl thioether with sulfur outside any ring (11)
SMILES | influenza NS1A | Salmonella PhoP GFP | inhibitors of VEEV | M. tuberculosis HTS | M. tuberculosis | others
COc1ccc(CNC(=O)CSc2nnc3c(Cl)cc(C(F)(F)F)cn23)cc1OC | 4% | -4% | i | -8% | 9%
CC12CCC(=O)N1C(C(=O)Nc1nnc(SCc3ccccc3F)s1)CS2 (stereo unspecified) | -9% | -1% | 1.1% | -13% | 33%
CCCCn1c(SCC(N)=O)nnc1-c1ccco1 | 0% | -18% | 0.8% | -10% | -7%
Cc1csc(NC(=O)CSc2nncc(=O)n2N)n1 | 4% | 9% | i | -11% | -12%
NS(=O)(=O)c1ccc(NC(=O)CSc2nc3c(cnn3-c3ccccn3)c(=O)[nH]2)cc1 | -14% | nt | 2.6% | nt | nt
Cc1ccc(NC(=O)CSc2nnc(C3CC3)n2CC2CCCO2)cc1C (stereo unspecified) | 7% | 12% | 2.5% | -1% | -8%
Cc1nnc(SCC(=O)Nc2cc(C(F)(F)F)ccc2Cl)n1C | -27% | -3% | 0.9% | 1% | 2%
COc1ccc(SCC(=O)c2cc(C)c(OC(=S)N(C)C)c(C)c2)cc1 | 4% | -7% | 5.0% | 7% | 27%
CCCCC(Sc1nc(N)c(NC(=O)c2ccc(OC)cc2)c(=O)[nH]1)C(=O)O (stereo unspecified) | 4% | 2% | 0.4% | -2% | 0%
O=C(CSc1nc(O)c(C(c2ccccc2)c2ccccc2)c(=O)[nH]1)N1CCOCC1 | 0% | 13% | 2.4% | 8% | -3%
COc1ccc(C)cc1NC(=O)C(Sc1ccccc1)c1ccccc1 (stereo unspecified) | nt | -3% | nt | 5% | 18%

Screening data from PubChem.
